# Assay outcomes from PubChem BioAssay.
# LGR2 antag = inhibitors of bursicon-induced Drosophila LGR2 receptor cAMP signaling; inhibition, % at 9.99 µM; HEK293 LGR2, CRE-luciferase, bursicon-stimulated, 4 h; hit rate 0.35% among 380,000; AID 720647;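 active means drop in luminescence signal, shown as inhibition above about 50% in the replicate tests, limit read from the data, passing the limit was not always enough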;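 further: agonist challenge used bursicon conditioned medium at about half maximal strength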
# ERAP1 inh = blocks human ERAP1 aminopeptidase activity | Q9NZ08 | recombinant ERAP1, Leu-AMC fluorescence, 60 min | inhibition, % at 10.7 µM | hit rate 0.15% among 340,000 | AID 652197;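 active means mean replicate inhibition of at least 30%, or all replicates individually reaching that 30% level; inactive means mean below 30% and not every replicate reaching it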;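 further: 0% = neutral control wells and 100% = L-leucinethiol positive control wells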
# C2C12 statin = protects C2C12 myotubes from simvastatin toxicity; ATP luminescence, 48 h; scaled: DMSO 0, geranylgeraniol control 100; rescue of ATP level, % at 7.49 µM; hit rate 0.78% among 330,000; AID 602340;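 active means mean ATP rescue above about 67%, or every replicate alone reaching that limit, limit read from the data, passing the limit was not always enough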;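 further: myotubes were challenged with 10 µM simvastatin during compound exposure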
# Xi reactivation = activators of X-chromosome reactivation in mouse fibroblasts; XiGFP mouse fibroblasts, % GFP-positive cells imaging, 3 d; cells co-treated with 5-aza-dC sensitizer; scaled so ellipticine positive control = 100%; activation, % at 7.58 µM; hit rate 0.055% among 360,000; AID 743238;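 active means mean normalized replicate activation at least 10% and every replicate at or above 10%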;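 further: 0% = median of on-plate neutral control wells and 100% = ellipticine 6 µM median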
#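 Assay system: SV40-immortalized XiGFP fibroblast cells, line 68-5-11; buffer or medium: DMEM plus 5-aza-dC sensitizer; compound: one concentration, pinned; timing: compounds 3 days, fix/stain 15 min at room temperature; benchmarks: positive control ellipticine, 6 µM final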
# Cneo AK release = causes C. neoformans cell lysis | adenylate kinase release luminescence, 4 h; normalised: neutral wells 0, clomiphene wells 100 | lysis activity, % at 15 µM | hit rate 0.2% among 360,000 | AID 651654;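 active means mean lysis activity across replicates of at least 80%, whatever share of replicates individually reach that level; inactive means mean lysis activity below 80%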
#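 Schedule: static 4 h at 37 °C with compound, 1 h detection; system: C. neoformans cells; benchmarks: Clomiphene as positive control; buffer or medium: fresh YPD medium; measure: luminescence rise reflecting yeast cell lysis; measured by: luminescent adenylate kinase detection reagent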
# PGC1a acetyl inh = PGC1a acetylation modulation, inhibitor mode; U2OS PGC1a acetylation, AlphaScreen anti-acetyl-lysine; with virally co-expressed GCN5 acetyltransferase; inhibition, % at 15.6 µM; hit rate 0.17% among 350,000;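 active means every replicate shows inhibition of at least 40%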;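 further: 0% = neutral control wells and 100% = positive control wells; some results beyond the cut were filed as inactive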
# S100A4 MyoIIA = blocks human S100A4 binding to myosin IIA peptide | S100A4/TAMRA-MyoIIA peptide fluorescence polarization | hit rate 0.14% among 360,000 | inhibition, % at 10.7 µM | AID 652163 | P26447;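 active means mean inhibition of at least 70% across replicates, with every replicate also reaching that level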
# Target sequence (P26447 whole entry, looked up): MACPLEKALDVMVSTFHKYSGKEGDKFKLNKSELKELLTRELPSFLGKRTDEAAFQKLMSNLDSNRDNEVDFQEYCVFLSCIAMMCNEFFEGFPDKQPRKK
#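 Compound dosing: one dose per compound; test system: human S100A4 monomer with TAMRA-labelled myosin IIA peptide; probe or stimulus: TAMRA-labelled myosin IIA heavy-chain peptide probe, 5 nM; medium: HEPES buffer with Ca2+, pH 7.2; schedule: 5 min incubation before reading; benchmarks: neutral control DMSO, positive control TFP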
# SIRT5 inh = inhibitors of human sirtuin-5 desuccinylase; Q9NXA8; Purified SirT5, succinyl-peptide AMC, trypsin-coupled fluorescence; inhibition, % at 15 µM; hit rate 1.1% among 330,000; AID 652115; in the data active means inhibition above about 15%
# Target sequence (Q9NXA8 whole entry, looked up): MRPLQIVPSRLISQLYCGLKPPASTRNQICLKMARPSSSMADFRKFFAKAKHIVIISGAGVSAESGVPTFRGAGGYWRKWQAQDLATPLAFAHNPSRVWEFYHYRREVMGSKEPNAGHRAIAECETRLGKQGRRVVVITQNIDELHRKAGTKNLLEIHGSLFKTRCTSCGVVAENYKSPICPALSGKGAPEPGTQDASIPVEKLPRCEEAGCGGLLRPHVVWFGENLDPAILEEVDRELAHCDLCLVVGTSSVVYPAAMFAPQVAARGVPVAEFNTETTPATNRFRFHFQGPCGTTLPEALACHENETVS
# Active calls of the source: *; x = not tested or not shown; & = joins results of further samples. The list is partial, so the mix of outcomes need not match the whole.
no.	SMILES	LGR2 antag	ERAP1 inh	C2C12 statin	Xi reactivation	Cneo AK release	PGC1a acetyl inh	S100A4 MyoIIA	SIRT5 inh
1	CCCNC(=O)Nc1ccc2c(c1)C(=O)N(C)C[C@@H](OC)[C@H](C)CN(CC1CCCC1)[C@@H](C)CO2	-14.1	x	7.9	0.0	x	-3.0	x	x
2	O=C(CSc1nc(-c2ccc(F)cc2)nc2c1Cc1ccccc1O2)Nc1ccc(C(=O)O)cc1	-9.5	4.0	x	-0.8	x	x	0.8	0.0
3	CCC(=O)Nc1ccc2nc3c(=O)[nH]c(=S)[nH]c3nc2c1	17.4	2.3	10.3	0.0	-1.0	x	-2.2	-2.9
4	CC1=C(C(=O)OCC2CCCO2)C(c2ccc(C)cc2)C2=C(CC(C)(C)CC2=O)N1 (configuration not stated)	3.8	-3.4	x	0.0	x	x	2.0	1.0
5	Cc1cccc(NC(=O)CCC(=O)N/N=C/c2ccncc2)c1	x	-1.6	x	-0.3	x	x	4.2	-4.7
6	Cn1c(SCc2c(F)cccc2Cl)nc2ccccc2c1=O	5.2	-2.5	-4.4	0.6	0.3	-2.4	-0.9	0.9
7	Cc1ccc(/C=C/C(=O)N2CCN(c3cccc(C(F)(F)F)c3)CC2)cc1	-2.3	1.8	x	0.0	x	x	-4.9	30.0*
8	CCCCc1c(C)nc2cc(-c3ccco3)[nH]n2c1=O	-10.5	3.5	-0.4	0.0	-8.6	4.6	-4.3	-1.6
9	O=S(=O)(c1ccc(F)cc1)N1CCN=C1SCc1cccc(F)c1	2.0	-1.4	10.2	0.1	-2.0	x	-0.4	-1.3
10	OCCC1CN(Cc2ccc(F)cc2)CCN1CCc1ccccc1 (configuration not stated)	-1.9	2.5	21.2	0.4	-0.2	0.8	2.2	3.9
11	Cc1ccc2cccc(OCc3ccc(Br)cc3)c2n1	3.7	-1.6	0.4	0.0	3.6	-19.1	-1.0	-2.1
12	Cn1cc(S(=O)(=O)CC(=O)N2CCCc3ccccc32)c2ccccc21	11.5	8.5	0.5	0.0	0.8	x	-2.6	10.4
13	COc1ccc(CCN(C)C(=O)CCNC(=O)c2ccc(Br)cc2)cc1OC	2.0	-2.9	5.1	0.3	11.7	x	-1.3	3.9
14	COc1ccc(CN2C[C@@H](O)COC[C@H]3O[C@@H](CC(=O)N(C)C)CC[C@@H]32)cc1	0.3	-1.8	13.5	-0.1	-0.7	2.3	-4.4	-0.6
15	O=C(Nc1ccc2ccccc2c1)c1ccccc1O	76.2*	3.4	x	0.3	-2.9	5.3	-4.1	-3.2
16	O=C(NC1=NCCS1)C12CC3CC(C1)CC(C(=O)NC1=NCCS1)(C3)C2	-20.0	-2.4	12.7	x	-1.8	x	5.5	-0.2
17	COCCn1c(N)c(N(Cc2ccccc2)C(=O)C(C)Oc2ccc(Br)cc2)c(=O)[nH]c1=O (configuration not stated)	0.7	-1.1	0.8	0.2	-0.5	x	-0.7	x
18	Cc1ccc(S(=O)(=O)N[C@@H]2CC[C@H](CCNC(=O)c3ccc4c(c3)OCO4)O[C@@H]2CO)cc1	4.4	-3.3	3.3	-0.6	4.2	3.1	5.7	2.7
19	CCCC(=O)Nc1ccc2c(c1)C(=O)N(C)[C@@H]1CC[C@H](CC(=O)O)O[C@H]1CO2	12.8	-1.9	-3.3	0.4	7.1	-4.7	2.0	-1.2
20	Cc1cc(C)c(OCC(=O)N/N=C/c2ccco2)c(C)c1	7.9	x	-8.6	x	-1.6	-6.9	x	x
21	CN1C(=O)c2cc(NC(=O)C3CC3)ccc2OC[C@H]2O[C@H](CC(=O)NCC3CCCCC3)CC[C@H]21	-12.5	-1.0	4.1	0.0	-3.7	-5.5	-5.9	0.1
22	Cc1cc2nc(-c3ccc(SCc4ccc(C#N)cc4)nc3)[nH]c2cc1C	7.8	6.2	-51.3	x	-6.6	13.1	-4.0	-0.4
23	C[C@@H]1CN([C@@H](C)CO)C(=O)CCCn2nncc2CO[C@H]1CN(C)Cc1ccc2c(c1)OCO2	-17.4&4.8	-2.3&2.1&-2.2	5.4&0.0&-1.5	0.7&-0.3	-1.9&0.9&-7.9	11.8&1.9&2.8	1.9&-11.7&10.8	-0.8&-2.0&0.1
24	Cc1noc(C)c1S(=O)(=O)N1CCCC(C(=O)N2CCN(C3CCCCC3)CC2)C1 (configuration not stated)	5.9	0.5	1.4	0.2	1.6	x	-2.1	x
25	COc1ccc(CN(C)C[C@H]2Oc3ccc(NS(=O)(=O)c4cn(C)cn4)cc3CC(=O)N([C@@H](C)CO)C[C@@H]2C)cc1	-6.4	-0.9	9.2	-0.1	-2.4	-4.2	3.6	12.5

no.	SMILES	LGR2 antag	ERAP1 inh	C2C12 statin	Xi reactivation	Cneo AK release	PGC1a acetyl inh	S100A4 MyoIIA	SIRT5 inh
26	CC[N+]1(CC(O)COC2CC(C)CC(C)(C)C2)CCOCC1 (configuration not stated)	6.8	107.5*	10.1	0.3	5.8	1.9	1.0	7.2
27	COc1ccccc1C(=O)NC1CCN(C(=O)Nc2ccc(C)cc2)CC1	7.9	-3.9	-45.8	0.2	-1.7	-2.8	-0.4	-0.6
28	C[C@@H]1CCCCO[C@H](CN(C)C(=O)Nc2ccc3c(c2)OCO3)[C@@H](C)CN([C@H](C)CO)C(=O)c2cc(NC(=O)CCC(F)(F)F)ccc2O1	-4.5	3.1	x	-0.9	-2.6	-1.9	-2.5	-7.2
29	O=C(NCc1cc2ccccc2[nH]1)c1ccccc1F	-6.5	-1.8	6.3	0.0	0.4	-14.5	-4.9	-2.2
30	CC1CCc2nn(CC(=O)N3CCCCCC3)cc2C1 (configuration not stated)	8.4	-1.9	5.3	0.2	3.5	-1.6	-0.6	1.2
31	O=C(COC(=O)c1cc2ccccc2oc1=O)Nc1cccc(S(=O)(=O)N2CCCCCC2)c1	-13.6	x	7.1	0.4	2.1	x	x	x
32	O=C1CSC(c2cccnc2)N1c1cccc(Cl)c1 (configuration not stated)	6.0	-1.2	2.9	0.0	-14.9	15.3	6.6	-1.8
33	COc1cccc(NC(=O)N2C[C@@H](O)COC[C@@H]3O[C@H](CC(=O)NC4CCCC4)CC[C@H]32)c1	-11.5	-1.5	12.8	-0.1	-1.1	-1.8	5.4	-3.1
34	COc1ccc(/C=C/C(=O)OCC(=O)NCc2ccccc2Cl)cc1OC	-45.4	-3.2	x	0.0	x	x	10.1	x
35	COc1cccc(N2CCN(c3ccc(N4C(=O)CCC4=O)cc3[N+](=O)[O-])CC2)c1	2.6	-0.3	-9.0	9.1	-4.4	-8.7	2.0	0.0
36	Cc1cccc(-c2ccc([C@@H]3[C@@H](CO)N4C(=O)CN(C(=O)c5ccccc5)C[C@H]34)cc2)c1	-1.8	-0.6	x	0.5	x	-2.9	4.7	-2.6
37	Cc1noc(C)c1C(=O)OC(C(=O)NC1CCCC1)c1ccc(F)cc1 (configuration not stated)	x	6.5	-3.7	x	x	-13.4	0.9	1.2
38	CCOc1ccc(C2/C(=C(\O)c3ccc4c(c3)OCCO4)C(=O)C(=O)N2CCN2CCOCC2)cc1OCC (configuration not stated)	-3.9	0.1	-13.9	0.0	-2.7	0.7	-7.4	0.0
39	CN(c1ccccc1)S(=O)(=O)c1cccc(C(=O)OCC(=O)NCc2ccccc2)c1	-13.1	2.9	2.6	0.0	-0.2	x	-1.2	x
40	CCN1CCN(c2nc(-c3ccc(F)cc3)cc(=O)[nH]2)CC1	-3.5	-5.0	2.7	0.0	-4.4	-1.8	-6.7	-0.2
41	CS(=O)(=O)c1ccc(Cl)c(C(=O)NCC2CCCCC2)c1	1.4	1.8	-0.5	0.0	-3.5	2.7	-2.5	-1.0
42	CC1(CCc2ccccc2)NC(=O)NC1=O (configuration not stated)	1.6	2.7	-4.3	0.0	x	-19.1	-17.1	-0.2
43	O=C(Nc1ccccc1)c1ccc2snnc2c1	-9.8	1.1	x	0.0	x	x	-0.4	2.8
44	Cc1noc(C)c1NC(=O)N(C)C[C@@H]1OCCCC[C@H](C)Oc2ccc(NC(=O)Cc3ccccc3)cc2C(=O)N([C@@H](C)CO)C[C@@H]1C	-7.4	-0.2	x	0.2	4.2	-3.3	-5.7	8.1
45	CCOC(=O)c1ccc(S(=O)(=O)N2CCN(C)CC2)cc1	9.5	x	-20.7	x	1.2	4.1	x	x
46	COc1ccc(N2C(=O)c3ccc(C(=O)Nc4ccccc4O)cc3C2=O)cc1	-1.3	-0.7	8.2	-0.1	1.0	6.9	3.6	-4.3
47	Cc1nnc(NC(=O)CSc2ncn(-c3ccccc3)n2)s1	4.6	13.5	x	0.3	x	-1.3	3.6	-2.5
48	CC12CCC(C(=O)N(c3cccc(Cl)c3)C1=O)C2(C)C (configuration not stated)	13.0	2.3	x	-0.1	-1.7	2.5	-28.8	-3.1
49	O=C(NCC(=O)N(CC1CCCO1)C(C(=O)NC1CCCCC1)c1ccccc1)c1ccco1 (configuration not stated)	0.7	-2.7	-1.0	0.4	2.2	2.7	14.1	-4.2
50	COc1ccc(Cl)cc1NS(=O)(=O)c1cccc(C(=O)NCC(c2ccco2)N2CCCC2)c1 (configuration not stated)	-1.2	-2.3	x	0.0	x	x	0.5	-0.4
51	Cc1ccc(S(=O)(=O)N2CC[C@@H]3[C@H]2c2cc(-c4cccc(C(=O)N(C)C)c4)ccc2N[C@@H]3CO)cc1	-1.1	2.3	-1.8	0.0	-24.0	12.5	1.4	2.4
52	CCOCCCNC(=S)Nc1ccc(Br)cc1Cl	15.9	-2.0	x	-0.1	5.2	-0.8	-4.7	-3.9

# In the list so far, 9 have an aryl methoxy group:
no.	SMILES	LGR2 antag	ERAP1 inh	C2C12 statin	Xi reactivation	Cneo AK release	PGC1a acetyl inh	S100A4 MyoIIA	SIRT5 inh
13	COc1ccc(CCN(C)C(=O)CCNC(=O)c2ccc(Br)cc2)cc1OC	2.0	-2.9	5.1	0.3	11.7	x	-1.3	3.9
14	COc1ccc(CN2C[C@@H](O)COC[C@H]3O[C@@H](CC(=O)N(C)C)CC[C@@H]32)cc1	0.3	-1.8	13.5	-0.1	-0.7	2.3	-4.4	-0.6
25	COc1ccc(CN(C)C[C@H]2Oc3ccc(NS(=O)(=O)c4cn(C)cn4)cc3CC(=O)N([C@@H](C)CO)C[C@@H]2C)cc1	-6.4	-0.9	9.2	-0.1	-2.4	-4.2	3.6	12.5
27	COc1ccccc1C(=O)NC1CCN(C(=O)Nc2ccc(C)cc2)CC1	7.9	-3.9	-45.8	0.2	-1.7	-2.8	-0.4	-0.6
33	COc1cccc(NC(=O)N2C[C@@H](O)COC[C@@H]3O[C@H](CC(=O)NC4CCCC4)CC[C@H]32)c1	-11.5	-1.5	12.8	-0.1	-1.1	-1.8	5.4	-3.1
34	COc1ccc(/C=C/C(=O)OCC(=O)NCc2ccccc2Cl)cc1OC	-45.4	-3.2	x	0.0	x	x	10.1	x
35	COc1cccc(N2CCN(c3ccc(N4C(=O)CCC4=O)cc3[N+](=O)[O-])CC2)c1	2.6	-0.3	-9.0	9.1	-4.4	-8.7	2.0	0.0
46	COc1ccc(N2C(=O)c3ccc(C(=O)Nc4ccccc4O)cc3C2=O)cc1	-1.3	-0.7	8.2	-0.1	1.0	6.9	3.6	-4.3
50	COc1ccc(Cl)cc1NS(=O)(=O)c1cccc(C(=O)NCC(c2ccco2)N2CCCC2)c1 (configuration not stated)	-1.2	-2.3	x	0.0	x	x	0.5	-0.4
